# SRC3 inh: SRC3 coactivator transcriptional activity inhibitors, primary screen, cell-based, luminescence; Nuclear receptor coactivator 3 (Homo sapiens), Q9Y6Q9; HEK293 GAL4-SRC3 luciferase reporter; inhibition, % at 3.6 µM; hit rate 0.17% among 360,000;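 active means inhibition above a per-campaign cutoff, the mean of all compounds plus 3 SD, cut at about 60% in these data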;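 further: 0% = DMSO-treated cells and 100% = gossypol-treated cells at 36 µM; higher means less SRC3-driven luciferase light from the GAL4 reporter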
# KKLEB tox: cytotoxicity in KKLEB CF airway cells, primary screen, cytotoxicity control for CF NF-kB inhibitor project, cell-based, uHTS, fluorescence assay plates. KKLEB CF airway cells viability, ATPlite luminescence, overnight; hits give low values; cells stimulated with P. aeruginosa culture filtrate. hit rate 0.36% among 360,000. AID 602141, 2011. activity change (cytotoxicity), % at 5 µM;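 active means corrected activity change at or below -50% at 5 µM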
# CF NFkB block: inhibitors of PAF-induced NF-kB signaling, primary screen, cell-based, GFP fluorescence, uHTS. hit rate 0.86% among 360,000. inhibition, % at 5 µM. KKLEB NF-kB-GFP reporter, GFP fluorescence overnight;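 active means at least 50% inhibition at 5 µM, scaled per plate between neutral and stimulator controls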;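 further: PAF is a Pseudomonas aeruginosa culture filtrate used as stimulus; plate controls were PAF-stimulated DMSO wells for no effect and unstimulated DMSO wells for full effect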
# NCOA2 inhibitor: inhibition of GAL4-SRC2 driven luciferase reporter, primary screen, SRC2 inhibitor project, cell-based, luminescence; Nuclear receptor coactivator 2 (Homo sapiens), Q15596; HEK293 GAL4-SRC2 luciferase reporter; inhibition, % at 9 µM; hit rate 0.17% among 370,000; AID 651957, 2012;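 active means inhibition above the mean inhibition of all tested compounds plus 3 SD, set per campaign, cut at about 52% in these data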;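 further: 0% = DMSO treated cells and 100% = cells given Gossypol at 36 µM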
# EBV LMP1 NFkB: EBV LMP1-driven NF-kappaB luciferase reporter inhibitors, primary screen, cell-based, luminescence, single point; inhibition, % at 12.5 µM; LMP1-induced NF-kappaB luciferase reporter cells; hit rate 0.69% among 350,000; in the data active means inhibition above about 41%;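 further: 0% = neutral control wells and 100% = reference inhibitor control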
# TWEAK Fn14 block: inhibitors of TWEAK-Fn14 signaling, primary screen, luciferase reporter cells, uHTS; TWEAK-stimulated Fn14 reporter cells, luciferase luminescence, 8 h; inhibition, % at 10 µM; hit rate 2% among 360,000; AID 1159606, 2016; in the data active means inhibition above about 50%
# NCOA1 inh: SRC1 coactivator transcriptional activity inhibitors, primary screen, cell-based, luminescence. HEK293 GAL4-SRC1 luciferase reporter. inhibition, % at 3.6 µM. AID 588354, 2011. hit rate 0.12% among 360,000;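 active means inhibition above the campaign mean plus 3 SD, with each screening campaign given its own cutoff, cut at about 60% in these data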;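 further: 0% = DMSO treated cells and 100% = gossypol at 36 µM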
# TROY NFkB inh: inhibitors of TROY-driven NF-kB signaling, primary screen, Q293 LMP1-TROYcd cells, NF-kB luciferase, uHTS | hit rate 0.98% among 360,000 | inhibition, % at 10 µM | AID 1347056, 2019 | Q293 LMP1-TROYcd NF-kB luciferase reporter, 4 h;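 active means compounds whose plate-normalised and pattern-corrected inhibition of the luciferase reporter signal at the single screening dose is 50% or more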
# NR5A2 inv ag: LRH-1 (NR5A2) inverse agonists, primary screen, cell-based, luminescence, HEK293T, StAR-luciferase reporter. Nuclear receptor subfamily 5 group A member 2 (Homo sapiens), O00482. LRH-1 transfected, 24 h. inhibition, % at 3.6 µM. hit rate 0.13% among 360,000. AID 602396, 2012;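 active means inhibition above the mean inhibition of all tested compounds plus 3 SD, cut at about 73% in these data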;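 further: 0% = DMSO wells and 100% = reporter-only cells lacking LRH-1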
# Target sequence (O00482 whole entry, looked up): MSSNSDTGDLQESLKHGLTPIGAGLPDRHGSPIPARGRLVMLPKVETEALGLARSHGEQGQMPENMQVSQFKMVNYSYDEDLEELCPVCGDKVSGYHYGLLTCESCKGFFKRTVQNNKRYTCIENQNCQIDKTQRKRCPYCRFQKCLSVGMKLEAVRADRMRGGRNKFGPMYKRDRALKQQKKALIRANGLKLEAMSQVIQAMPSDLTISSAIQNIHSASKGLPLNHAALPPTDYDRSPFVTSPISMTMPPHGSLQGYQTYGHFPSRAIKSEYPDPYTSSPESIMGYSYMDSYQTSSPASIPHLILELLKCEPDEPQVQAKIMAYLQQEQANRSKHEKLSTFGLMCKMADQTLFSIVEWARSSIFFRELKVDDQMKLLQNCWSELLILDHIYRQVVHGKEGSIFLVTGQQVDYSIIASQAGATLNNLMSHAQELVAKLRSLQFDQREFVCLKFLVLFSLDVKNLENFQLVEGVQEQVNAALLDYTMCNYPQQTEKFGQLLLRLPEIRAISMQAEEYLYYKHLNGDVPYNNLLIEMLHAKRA
# C8 TRAIL sens: viability loss with TRAIL in NB7+C8 cells, primary screen, TRAIL sensitizer project, cell-based, ATPlite luminescence; AID 624354, 2012; hit rate 1% among 360,000; inhibition (viability loss, TRAIL sensitization), % at 10 µM;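 active means compounds causing at least 50% loss of cell viability in the single-dose screen, relative to plate controls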
# COUP-TFII inh: NR2F2 transcriptional activity inhibitors, primary screen, cell-based, luciferase reporter, HEK293T, luminescence; COUP transcription factor 2 (Homo sapiens), P24468; HEK293T NGFI-A luciferase reporter; inhibition, % at 8.6 µM; hit rate 0.7% among 370,000; AID 686940, 2013;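 active means inhibition above a per-plate cutoff, mean inhibition of test wells between control levels plus 3 SD, cut at about 38% in these data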;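 further: cells cotransfected with COUP-TFII expression vector driving the NGFI-A reporter; 0% = median of COUP-TF2 test wells and 100% = reporter-only cells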
# Target sequence (P24468 whole entry, looked up): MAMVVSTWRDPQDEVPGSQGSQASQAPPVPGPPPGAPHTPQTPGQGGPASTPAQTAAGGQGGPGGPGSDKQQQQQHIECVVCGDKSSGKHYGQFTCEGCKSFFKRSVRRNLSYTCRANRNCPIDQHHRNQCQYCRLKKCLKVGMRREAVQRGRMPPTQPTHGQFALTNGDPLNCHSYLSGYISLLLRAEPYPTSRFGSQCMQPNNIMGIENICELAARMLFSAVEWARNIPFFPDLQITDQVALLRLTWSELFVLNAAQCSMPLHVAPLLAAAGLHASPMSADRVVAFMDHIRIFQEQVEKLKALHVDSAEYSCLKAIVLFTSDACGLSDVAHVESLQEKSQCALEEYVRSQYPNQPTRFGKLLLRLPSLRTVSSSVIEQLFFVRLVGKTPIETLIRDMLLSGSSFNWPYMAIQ
# Numbers without * were called inactive; . = no result given.
No.	molecule	TROY NFkB inh	C8 TRAIL sens	NCOA1 inh	EBV LMP1 NFkB	KKLEB tox	COUP-TFII inh	TWEAK Fn14 block	CF NFkB block	SRC3 inh	NR5A2 inv ag	NCOA2 inhibitor
1	COc1ccccc1NS(=O)(=O)c1cc2c(cc1C)NC(=O)CO2	-13	4	2	0	-5	-15	3	-19	0	-5	-2
2	C=CCNCC(=O)NN=C(c1ccccc1)c1ccccc1	14	-14	-2	11	-1	8	1	19	16	-21	-1
3	COCC(C)NS(=O)(=O)c1ccc(C(=O)NC(Cc2ccccc2)c2ccccc2)cc1 (stereo not drawn)	5	-2	-4	4	-9	24	13	13	34	-1	9
4	Cc1cccc(N2CCN(C(=O)CCC(=O)N3CC(C)Oc4ccccc43)CC2)c1C (stereo not drawn)	28	8	-3	30	-2	11	21	-13	-10	0	18
5	C=CCNC(=O)c1oc2ccc(S(=O)(=O)N3CCC4(CC3)OCCO4)cc2c1C	4	-10	4	0	-8	2	-8	-19	13	-13	6
6	Cc1ccc(NC(=O)CN2CCc3ccccc3C2)cc1S(=O)(=O)N(C)C	13	3	-10	-16	4	-15	-22	0	15	-9	11
7	COC(=O)[C@@H](NC(=O)Nc1cccc(OC)c1)C(C)C	-13	3	0	7	9	-9	-9	-24	-8	3	1
8	CC(Cl)C(=O)NC(=O)NC12CC3CC(CC(C3)C1)C2 (stereo not drawn)	0	0	-3	2	2	-14	4	-36	11	12	-19
9	CSC(=Nc1ccccc1)N=C(SCc1ccccc1)N(C)C	45	91*	-5	-24	-11	-22	80*	37	20	11	-16
10	O=C(Nc1ccccc1N1CCN(C(=O)c2ccc(Cl)cc2)CC1)c1ccc2c(c1)OCO2	-42	-17	-7	-2	8	12	-10	-20	10	18	-8
11	Cc1ccc2nc(SCC(=O)NC3CCS(=O)(=O)C3)[nH]c2c1 (stereo not drawn)	-1	-8	-11	0	-4	-6	8	0	9	-5	3
12	FC(F)(F)c1cccc(Cn2nnnc2-c2cc(Cl)cc(Cl)c2)c1	-2	6	-2	1	-8	.	-9	21	23	24	.
13	CC(C)c1ccc(NC(=O)CSc2nc(-c3ccccc3F)nc3nc[nH]c23)cc1	19	-20	6	3	1	-13	3	10	4	-11	-5
14	O=C(CN1CCN(S(=O)(=O)c2cc(C(F)(F)F)ccc2Cl)CC1)N1CCc2ccccc2C1	19	2	-10	-2	-4	8	-12	-10	17	-25	15
15	COc1ccc(S(=O)(=O)N2CCC(Cc3ccccc3)CC2)cc1C(N)=O	-4	5	-7	4	-6	-12	-12	10	-15	3	9
16	CCOC(=O)C1CCN(C(=O)COc2ccc(N(C)S(=O)(=O)c3ccc(OCC)cc3)cc2)CC1	7	-8	-8	1	-7	29	-37	-3	-5	-9	15
17	COC(=O)Nc1ccc(C)c2nsnc12	2	4	-27	1	-1	14	-7	4	-2	-3	-13
18	O=C(NCCCCc1ccccc1)C1CC(c2cccc([N+](=O)[O-])c2)=NO1 (stereo not drawn)	9	-4	-20	2	3	2	-9	-2	4	12	-13
19	COC(=O)c1ccc(C2CC(=O)NC3=C2C(=O)CCC3)cc1 (stereo not drawn)	19	-27	-1	-7	1	16	7	-12	9	4	-14
20	CCCc1cc(C(=O)NCCc2ccc(OC)c(OC)c2)no1	7	-5	6	8	-2	7	-5	-5	2	1	13
21	CC(C)C(NC(=O)C1CCCCC1)C(=O)NC1=NCCS1 (stereo not drawn)	3	5	-6	1	-4	-1	-10	17	-10	-1	-14
22	COc1ccc(/C=N/Nc2nnc(Cc3ccccc3)c(=O)[nH]2)cc1OC	-16	68*	-39	-2	5	-19	-20	-5	-46	-49	-14
23	COc1ccccc1NC(=O)C[n+]1ccccc1C	-15	-7	-6	-3	-20	2	-7	11	-1	7	7
24	CCC(C)c1ccc(N(CC(=O)NC(C)(C)C)C(=O)CNC(=O)c2cccs2)cc1 (stereo not drawn)	-5	-2	9	4	-7	10	24	-4	14	18	14
25	CCCNc1c(F)c(F)c2c(C)c3ccccc3nc2c1F	-8	13	-21	-16	4	-19	10	-41	-30	-53	-34
26	O=[N+]([O-])c1nn(-c2ccc(Cl)cc2)n(O)c1=NCc1ccccc1Cl	-39	5	-24	0	-2	-9	-43	9	6	-8	-17
27	CN(Cc1ccc2c(c1)CCCN2C)C(=O)[C@H]1O[C@@H](n2ccc(=O)[nH]c2=O)[C@H](O)[C@@H]1O	10	-11	9	.	13	7	4	-25	8	-6	-24
28	Nc1ccccc1N=c1ssnc1Cl	-23	-9	-17	-18	8	-17	-18	-4	-10	-12	-27
29	Cc1cc(C)cc(N2CC(C)(C)C2=O)c1	2	-7	8	0	-38	0	-7	2	-6	13	-13
30	CCOC(=O)c1ccc(N2C(=O)CC(C(=O)OC)=C2C)cc1	10	7	-12	3	-12	16	10	13	19	-16	11
31	O=C(O)C1CCCCC1C(=O)N1CCN(S(=O)(=O)c2ccc(F)cc2)CC1 (stereo not drawn)	-6	-4	-2	2	9	-3	0	-16	2	0	12
32	CC(C)c1nc2sc3c(=O)[nH]cnc3c2c2c1CCC2	2	-10	0	-5	-3	-7	-9	14	14	6	3
33	COc1ccc(N2CC(O)=C(c3nc4ccccc4s3)C2=N)cc1	-9	27	-16	-13	12	-13	-71	-9	-29	-9	-25
34	COc1ccc(C2CC(=O)c3cnc(NC(=O)c4ccccc4)nc3C2)c(OC)c1 (stereo not drawn)	8	-2	17	-14	2	2	14	11	16	9	-6
35	CCCCN(C(=O)/C=C/c1ccc(OC)cc1)C1CCS(=O)(=O)C1 (stereo not drawn)	-4	-2	8	4	4	4	-15	5	-63	12	-15
36	S=C(Nc1ccc(Cc2ccncc2)cc1)Nc1cccc(Cl)c1	8	-6	0	-9	8	3	3	-12	11	0	-12
37	CC(=O)Oc1cccc(N2C(=O)CC(Nc3ccc(N4CCOCC4)cc3)C2=O)c1 (stereo not drawn)	-12	-3	-10	2	6	-10	12	-2	9	-2	-5
38	O=C(COc1ccc2c(-c3ccccc3)cc(=O)oc2c1)Nc1cccnc1	20	15	-3	5	-4	23	13	-5	9	6	10
39	CCS(=O)(=O)NCc1ccc2c(c1)cc(C)n2C	10	-8	-1	6	-8	-3	12	18	11	22	-37
40	Cc1ccc(C(=O)N2CCCc3ccccc32)c(F)c1F	-13	-3	-4	-2	-10	18	14	3	4	11	-4
41	CC(CCc1ccccc1)NC(=O)C(Cc1ccccc1)NC(N)=O (stereo not drawn)	1	-9	12	-2	1	9	-1	2	6	30	-12
42	Cn1c(CCC(=O)Nc2cc(S(C)(=O)=O)ccc2Cl)nc2cc(S(=O)(=O)N3CCOCC3)ccc21	4	0	-9	-1	0	-3	2	15	-7	-11	-16
43	CC1CC(C)(C)CC2(C1)NC(=O)N(CC(=O)OCc1ccc(Br)cc1)C2=O (stereo not drawn)	-5	2	9	5	1	-30	1	-1	-12	7	-6
44	Cc1cccc(Nc2n[nH]c(=S)s2)c1C	-11	-6	-4	-6	8	-4	-4	8	5	-7	-5
45	O=C(CN(Cc1ccc2c(c1)OCO2)C(=O)CNS(=O)(=O)c1ccccc1)NCC1CCCO1 (stereo not drawn)	7	19	-7	-3	5	12	-8	4	15	19	12
46	CC(=O)NC(c1cccc(F)c1)c1nc(-c2ccc(N(C)C)cc2)cs1 (stereo not drawn)	6	-5	-4	.	0	-2	4	4	-2	5	-11
47	CC(=O)Nc1ccc(C#Cc2ccc(NC(C)=O)cc2)cc1	-41	25	-103	8	12	-19	-66	1	-119	-55	10
48	CCN(C(=O)c1cc2c(=O)[nH]c3ccc(C)cc3c2s1)c1ccc(OC)cc1	3	9	3	0	-5	3	-31	20	6	5	-5
49	COc1cccc(C(=O)NCc2ccc3c(c2)OCO3)c1OC	-23	-7	1	3	-9	3	-8	4	-7	0	-24

# Shown with two lines to a compound: entries from further up
# Results follow in this order: TROY NFkB inh	C8 TRAIL sens	NCOA1 inh	EBV LMP1 NFkB	KKLEB tox	COUP-TFII inh	TWEAK Fn14 block	CF NFkB block	SRC3 inh	NR5A2 inv ag	NCOA2 inhibitor
35. CCCCN(C(=O)/C=C/c1ccc(OC)cc1)C1CCS(=O)(=O)C1 (stereo not drawn)
 : -4	-2	8	4	4	4	-15	5	-63	12	-15
36. S=C(Nc1ccc(Cc2ccncc2)cc1)Nc1cccc(Cl)c1
 : 8	-6	0	-9	8	3	3	-12	11	0	-12
37. CC(=O)Oc1cccc(N2C(=O)CC(Nc3ccc(N4CCOCC4)cc3)C2=O)c1 (stereo not drawn)
 : -12	-3	-10	2	6	-10	12	-2	9	-2	-5
38. O=C(COc1ccc2c(-c3ccccc3)cc(=O)oc2c1)Nc1cccnc1
 : 20	15	-3	5	-4	23	13	-5	9	6	10
39. CCS(=O)(=O)NCc1ccc2c(c1)cc(C)n2C
 : 10	-8	-1	6	-8	-3	12	18	11	22	-37
40. Cc1ccc(C(=O)N2CCCc3ccccc32)c(F)c1F
 : -13	-3	-4	-2	-10	18	14	3	4	11	-4
41. CC(CCc1ccccc1)NC(=O)C(Cc1ccccc1)NC(N)=O (stereo not drawn)
 : 1	-9	12	-2	1	9	-1	2	6	30	-12
42. Cn1c(CCC(=O)Nc2cc(S(C)(=O)=O)ccc2Cl)nc2cc(S(=O)(=O)N3CCOCC3)ccc21
 : 4	0	-9	-1	0	-3	2	15	-7	-11	-16
43. CC1CC(C)(C)CC2(C1)NC(=O)N(CC(=O)OCc1ccc(Br)cc1)C2=O (stereo not drawn)
 : -5	2	9	5	1	-30	1	-1	-12	7	-6
44. Cc1cccc(Nc2n[nH]c(=S)s2)c1C
 : -11	-6	-4	-6	8	-4	-4	8	5	-7	-5
45. O=C(CN(Cc1ccc2c(c1)OCO2)C(=O)CNS(=O)(=O)c1ccccc1)NCC1CCCO1 (stereo not drawn)
 : 7	19	-7	-3	5	12	-8	4	15	19	12
46. CC(=O)NC(c1cccc(F)c1)c1nc(-c2ccc(N(C)C)cc2)cs1 (stereo not drawn)
 : 6	-5	-4	.	0	-2	4	4	-2	5	-11

# Ordered by value in NCOA1 inh (ascending): three from the list above
cpd | SMILES | NCOA1 inh
47 | CC(=O)Nc1ccc(C#Cc2ccc(NC(C)=O)cc2)cc1 | -103
44 | Cc1cccc(Nc2n[nH]c(=S)s2)c1C | -4
48 | CCN(C(=O)c1cc2c(=O)[nH]c3ccc(C)cc3c2s1)c1ccc(OC)cc1 | 3

# Source: PubChem (several laboratories)
